PvdQ acylase = blocks Pseudomonas aeruginosa PvdQ acylase activity. inhibition, % at 10 µM. purified PvdQ acylase, fluorescence plate reader. AID 488965. actives 0.063% (n = 340,000); in the data active = inhibition above about 30%, passing the limit was not always enough; inconclusive = no clear call, values can overlap the other calls;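 note: 0% = vehicle neutral wells and 100% = reference inhibitor wells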
SR-BI DiI inh = blocks mouse SR-BI lipid uptake from DiI-HDL; ldlA[mSR-BI] CHO cells, DiI-HDL uptake fluorescence, 3 h; inhibition, % at 12.5 µM; actives 0.96% (n = 320,000); AID 488896;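 active = mean replicate inhibition of at least 70% and a set share of replicates each scoring 70 or more; inconclusive = meets just one of the two criteria; inactive = fails both criteria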;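 note: 0% = median of neutral control wells and 100% = median of positive control wells; values of inactives mirror those of a sister screen read the other way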
Target sequence (Q61009 whole entry, looked up): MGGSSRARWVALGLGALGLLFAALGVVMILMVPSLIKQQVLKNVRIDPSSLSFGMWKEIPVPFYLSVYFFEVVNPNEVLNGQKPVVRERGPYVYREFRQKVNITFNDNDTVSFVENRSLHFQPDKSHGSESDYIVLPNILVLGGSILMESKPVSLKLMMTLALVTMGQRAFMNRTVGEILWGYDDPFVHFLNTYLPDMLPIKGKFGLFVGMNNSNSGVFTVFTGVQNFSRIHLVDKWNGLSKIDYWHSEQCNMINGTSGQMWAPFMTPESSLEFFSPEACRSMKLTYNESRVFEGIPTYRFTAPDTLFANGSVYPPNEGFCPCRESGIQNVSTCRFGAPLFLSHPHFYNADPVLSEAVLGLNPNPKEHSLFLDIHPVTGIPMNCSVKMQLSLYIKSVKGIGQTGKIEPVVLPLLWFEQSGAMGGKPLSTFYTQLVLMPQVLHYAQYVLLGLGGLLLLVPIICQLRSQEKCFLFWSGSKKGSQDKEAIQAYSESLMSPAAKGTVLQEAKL
MITF act = MITF TRPM1 promoter activation in melanoma cells; SK-MEL-5 TRPM1-promoter luciferase, 24 h; % of positive control, neutral wells = 0; activation, % at 12.5 µM; actives 0.75% (n = 300,000); AID 588334;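 active = mean activation of at least 80% with every replicate also reaching 80%; inconclusive = mean reaches 80% but some replicate falls short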;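 note: 0% = neutral control wells and 100% = parthenolide positive control wells; values of inactives mirror those of a sister screen read the other way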
Rtt109 HAT inh = C. albicans Rtt109 histone acetyltransferase inhibition; Q5AAJ8; purified Rtt109/Vps75, ThioGlo CoA-SH fluorescence, 4 h; inhibition, % at 34.9 µM; actives 0.16% (n = 330,000); AID 540336;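 active = inhibition of at least 50% in every replicate; inconclusive = best replicate reaches 50% inhibition but some replicates fall short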
PfHsp90 set2 = reduces growth (ATP signal) of yeast expressing P. falciparum Hsp90. S. cerevisiae expressing PfHsp90, BacTiter-Glo ATP, 48 h; yeast lacking PDR1 and PDR3 efflux regulators. inhibition, % at 9.4 µM. actives 0.32% (n = 310,000);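 active = every replicate shows inhibition above about 80%, whatever the replicate mean, limit read from the data; inconclusive = mean inhibition reaches the set limit but some replicate falls short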;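 note: 0% = DMSO neutral controls and 100% = 20 µM radicicol positive controls; yeast relying on Plasmodium falciparum Hsp90 in place of its own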
CAL PDZ FP-1 = blocks peptide binding to human CAL PDZ domain. actives 0.02% (n = 330,000). purified CAL PDZ, TMR-peptide fluorescence polarization, 1 h. AID 504414. inhibition, % at 20 µM;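 active = highest replicate inhibition of at least 40%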;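 note: plate controls were DMSO neutral control wells for no effect and unlabeled competitor peptide control wells for full effect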
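Material – purified CerCALP PDZ construct · Detection – FP readout, S and P plane fluorescence · Measure – percent inhibition from loss of millipolarization · Controls – unlabelled peptide for full inhibition, DMSO wells as neutral · Probe or stimulus – TMR-labelled reporter peptide T*-PRC34 bound in PDZ groove · Times – 1 h at RT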
dFosB activator = enhances mouse delta FosB homodimer DNA binding; purified delta FosB, TAMRA-CDK5 oligo fluorescence polarization; percent of positive-control signal above neutral wells; actives 0.99% (n = 340,000); activation, % at 25 µM; P13346;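 active = mean activation above about 17%, with every replicate also reaching it, limit read from the data, passing the limit was not always enough; inconclusive = only one of the two conditions met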;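 note: fluorescence polarization rise as delta FosB binds a TAMRA Cdk5 AP-1 oligo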
Target sequence (P13346 whole entry, looked up): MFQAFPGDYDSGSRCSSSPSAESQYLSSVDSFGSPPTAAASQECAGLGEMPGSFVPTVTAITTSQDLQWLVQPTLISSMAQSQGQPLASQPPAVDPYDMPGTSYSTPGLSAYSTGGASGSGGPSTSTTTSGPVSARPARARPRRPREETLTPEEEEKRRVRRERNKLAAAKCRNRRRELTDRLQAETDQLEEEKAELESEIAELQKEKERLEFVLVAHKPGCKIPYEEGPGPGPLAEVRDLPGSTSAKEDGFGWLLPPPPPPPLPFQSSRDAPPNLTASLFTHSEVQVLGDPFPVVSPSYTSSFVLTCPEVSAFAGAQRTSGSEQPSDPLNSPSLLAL
NSD2 HMT inh = NSD2 (human) methyltransferase inhibition. O96028. NSD2 peptide methylation, AlphaScreen, 120 min. inhibition, % at 12.5 µM. actives 0.54% (n = 310,000). AID 743445; in the data active = inhibition above about 50%
SR-BI uptake up = enhances SR-BI lipid uptake from DiI-HDL. CHO ldlA[mSR-BI] cells, DiI-HDL uptake fluorescence, 3 h; 100 = double the neutral-control signal. activation, % at 12.5 µM. actives 0.096% (n = 320,000);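 active = mean replicate activation of at least 60% and every replicate at or above 60%; inconclusive = mean or all-replicate condition met, but not both; inactive = mean below 60% and not all replicates reaching 60%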;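 note: 0% = median plate neutral-control signal and 100% = twice that signal; values of inactives mirror those of a sister screen read the other way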
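material = CHO ldlA[mSR-BI] cells | medium = Ham's F12 with 0.5% BSA, HEPES 25 mM, pH 7.4 | reagent = fluorescent DiI-HDL, 10 µg/mL final | compound dosing = single-point compound dose | incubation = 3 h, 37 °C | measured by = bottom-read fluorescence, 550/595 nm | measure = HDL uptake via cellular fluorescence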
CAL PDZ FP-2 = CAL PDZ (human) peptide binding inhibition; Q9HD26; purified CAL PDZ, TMR-peptide fluorescence polarization, 1 h; inhibition, % at 24.9 µM; actives 0.92% (n = 300,000); AID 602252;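 active = mean inhibition of at least 30% with at least half of replicates also reaching 30%; inconclusive = no clear call, values can overlap the other calls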;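 note: 0% = DMSO neutral control and 100% = excess unlabeled competitor peptide PRC23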
Starred values were filed as active, the others as inactive; ? = inconclusive; nt = no result given.

SMILES	PvdQ acylase	SR-BI DiI inh	MITF act	Rtt109 HAT inh	PfHsp90 set2	CAL PDZ FP-1	dFosB activator	NSD2 HMT inh	SR-BI uptake up	CAL PDZ FP-2
CCC(=O)N1c2ccc(S(=O)(=O)N3CCN(c4cc(C)ccc4C)CC3)cc2CC1C (stereo unspecified)	-11	-6	-7	1	-20	0.6	-6	-1	6	nt
Fc1ccc(C(c2nnnn2Cc2cccs2)N2CCN(c3ccccc3)CC2)cc1 (stereo unspecified)	-26	2	nt	nt	24	-0.4	-6	5	-2	-10
Cn1cc([N+](=O)[O-])c(C(=O)NCc2cc3cc(Cl)ccc3[nH]2)n1	0	3	1	-3	0	-2.7	-6	-2	-3	-2
Cn1nc(-c2ccc(Cl)cc2)c2cc(C(=O)NCCN3CCOCC3)sc21	-25	86*	-18	9	-14	-3.9	-34	nt	-86	nt
CN(C)c1nc(N(C)C)c2cnn(C)c2n1	-4	-75	7	2	1	-0.6	3	0	?	0
COC(=O)[C@H](CCSC)NC(=O)NCCc1ccc(F)cc1	-27	-4	0	-1	1	-2.4	0	0	4	-2
CCc1c(O)nc(SCC(=O)NCc2ccco2)[nH]c1=O	4	12	-8	-5	-1	1.1	1	0	-12	-1
Cc1ccc(-n2c(C)nn(-c3ncc(C(F)(F)F)cc3Cl)c2=O)cc1	-4	-10	-1	-8	-14	-0.1	2	-2	10	-1
COC(=O)c1cnn(-c2ccc(C)c(C)c2)c1-n1cccc1	-11	3	3	8	-20	-3.0	-10	nt	-3	4
O=C(Nc1ccn(Cc2c(F)c(F)cc(F)c2F)n1)c1ccc(COc2cc(Cl)ccc2Cl)o1	-11	nt	0	-16	7	-0.8	-6	nt	nt	-5
COc1ccc(C(=O)OCCN2C(=O)c3ccccc3C2=O)cc1OC	-12	nt	6	0	-7	-0.7	1	nt	nt	-8
C#CCOCCOCCOCCNc1nc(N2CCN(C(=O)[C@H](CCCCN)n3cc([C@@H](N)C(C)CC)nn3)CC2)nc(N2CCN(C(=O)[C@H](Cc3cc4ccccc4[nH]3)n3cc([C@@H](N)CC(C)C)nn3)CC2)n1 (stereo partly specified)	-22	10	1	47	22	-0.4	34*	nt	-10	2
COc1ccc(C(=O)NCc2ccc3[nH]c(C)cc3c2)cc1OC	0	17	0	19	-5	-3.0	-3	0	-17	-3
CC(=O)N1CN(C2CCCC2)Cc2c1sc1c2CCCC1	1	-35	nt	12	-15	-0.4	-8	4	35	0
Cc1cccc(OCC(=O)NS(=O)(=O)c2ccc(Br)cc2)c1	6	-49	7	0	8	-1.9	-6	-3	nt	-2
N#C/C(=C\c1ccc(N2CCOCC2)o1)C(=O)N1CCOCC1	9	-34	13	10	22	-0.2	0	5	34	-2
Cc1ccc(Sc2ccc(NC(=O)CCN3C(=O)NC4(CCCC4)C3=O)cc2)c(C)c1	-7	43	-7	15	8	-0.9	-15	-1	-43	-2
Cc1ccsc1C(=O)N1CCN(S(=O)(=O)c2cccs2)CC1	-12	nt	-1	-7	nt	0.1	-9	nt	nt	4
CC(C)C[C@H](NC(=O)[C@H](Cc1ccccc1)n1c(=O)[nH]c2ccccc2c1=O)C(=O)N1CCC[C@H]1C(=O)O	1	-17	10	-1	-25	1.5	5	nt	17	1
CCCN(C(=O)COC(=O)CCOc1ccc(C)cc1)c1c(N)n(Cc2ccccc2)c(=O)[nH]c1=O	-12	7	13	-1	nt	0.1	9	1	-7	-8
CCOC(=O)c1sc(NC(=O)c2cc3n(n2)C(C(F)(F)F)CC(c2cccs2)N3)c(C(=O)OCC)c1C (stereo unspecified)	-1	68	9	-5	-30	0.0	9	nt	-68	-2
CCCNC(=O)COc1coc(CN2CCN(Cc3ccccc3)CC2)cc1=O	-8	-22	-2	6	26	-0.7	-3	-2	22	-4
CCCC(=O)Nc1ccc(C(=O)COC(=O)C2=COCCO2)cc1	-6	1	16	-5	nt	-1.9	-4	1	-1	1
Cc1cc(C)cc(-n2nnc(C(=O)NCc3ccccc3)c2N)c1	3	19	nt	23	nt	-3.3	-3	nt	-19	-3
O=C(c1cc(-c2ccccc2Cl)nc2ccccc12)N1CCOCC1	-5	-7	-14	-1	11	0.3	-3	3	7	1
The results go on:
SMILES	PvdQ acylase	SR-BI DiI inh	MITF act	Rtt109 HAT inh	PfHsp90 set2	CAL PDZ FP-1	dFosB activator	NSD2 HMT inh	SR-BI uptake up	CAL PDZ FP-2
COc1ccc(CCN(C)C(=O)c2cnc(C)cn2)cc1OC	-11	nt	-4	1	26	0.1	3	0	nt	-1
C=CCn1c(C)cc(C(=O)COC(=O)[C@@H](NC(=O)c2ccccc2Cl)C(C)C)c1C	-15	-7	-6	6	12	-0.5	-7	2	7	-2
O=C(N=C1SC2CS(=O)(=O)CC2N1CCc1ccc(F)cc1)C1CCCCC1 (stereo unspecified)	-3	2	8	-2	23	-0.8	-8	-2	-2	1
CC(=O)c1ccc(Oc2ccc(C(C)=O)cc2)cc1	5	-9	32	3	-5	-3.5	-9	0	9	-5
CC(C)(C)NC(=O)COc1ccc(CNCCc2ccccc2)cc1	-18	-8	-2	0	2	-2.0	-16	19	8	nt
O=C(N/N=C/c1ccc(F)cc1)c1ccc(OCc2ccccc2)cc1	-5	nt	9	3	-12	-1.6	-1	0	nt	3
Cc1cccc(-n2nc3c(c2NC(=O)c2cc4ccccc4o2)CS(=O)(=O)C3)c1	-8	-6	2	16	17	-2.7	-22	2	6	-2
N#CCCn1cnc2c(=S)nc[nH]c21	-10	-22	1	-2	26	0.1	-2	-2	22	-1
CC(C)(C)c1ccc(NC(=O)N2CCCN(c3c(Cl)cncc3Cl)CC2)cc1	5	0	nt	6	-7	-0.4	-8	-1	0	-1
Cc1cc(N(CCO)CCO)ccc1N=Nc1cc(F)ccc1F	5	63	69	-1	nt	1.0	0	32	-63	0
N/C(=N\OC(=O)Oc1ccccc1)c1cccc([N+](=O)[O-])c1	-11	-5	-4	-4	-8	-0.7	5	-1	5	-3
COc1ccccc1NS(=O)(=O)c1cc(NC(=S)NCC2CCCO2)ccc1C (stereo unspecified)	-28	21	-6	-40	-1	-1.5	-1	2	-21	5
CCSc1cc(N2CCOCC2)nc(-c2ccccc2)n1	-16	-1	-3	4	24	-0.3	1	-5	1	-3
CN(C)C(=O)CCc1ccc2c3c([nH]c2c1)[C@]1(C)[C@@H](C(=O)N2CCOCC2)C[C@H](CC(=O)NCCN2CCOCC2)C(=O)N1CC3	-3	4	-5	-1	22	0.6	-1	nt	-4	-2
CC/C(C)=N/Nc1nc(-c2cc3cccc(OC)c3oc2=O)cs1	-1	29	nt	16	-6	-1.5	-7	-2	-29	nt
Cn1ncc2c(Nc3ccc(Cl)c(Cl)c3)ncnc21	-10	42	54	-6	-13	-6.4	-4	-9	nt	-1
Cc1noc(C)c1C(=O)Nc1ccccc1-c1ccccc1	-2	0	1	-6	nt	-1.0	1	6	0	nt
Cc1c(C(=O)N2CCCCC2)c(S(=O)(=O)NCCc2ccc(Cl)cc2)c(C)n1C	-8	-2	-2	0	-1	-2.5	-10	6	2	-3
O=C1Nc2ccccc2N(O)N1c1ccc(S(=O)(=O)Nc2ccccn2)cc1	11	-15	12	nt	-10	-0.1	-9	-1	15	-3
C/C=C1\COC(C(=O)NCc2cccc(OC)c2OC)(C(F)(F)F)C=C1C=C1CCCCC1 (stereo unspecified)	5	19	10	-5	31	-0.2	-1	nt	-19	1
COc1cccc2cc(C(=O)C3=C(O)C(=O)N(c4cc(C)on4)C3c3cccs3)oc12 (stereo unspecified)	3	-10	-2	-2	21	-7.9	-5	8	10	-11
CC(=O)Nc1ccc(NC(=O)C(C)OC(=O)C2CC3C=CC2C3)cc1 (stereo unspecified)	3	-13	-10	7	10	-0.2	9	-2	13	-6
Cc1ccc(Cn2ccc(C3CC3)n2)cc1	19	-21	53	3	0	0.2	2	-6	21	5
COC1=C(Nc2ccc(OC)cc2)C(=O)c2ccccc2C1=O	-11	10	-27	-4	27	1.4	-8	66*	-10	-2
Cc1c(NC(=O)CCSc2ccc(Cl)cc2)c(=O)n(-c2ccccc2)n1C	-17	7	-3	-9	-54	0.5	-5	nt	-7	nt
Additional structures:
SMILES	PvdQ acylase	SR-BI DiI inh	MITF act	Rtt109 HAT inh	PfHsp90 set2	CAL PDZ FP-1	dFosB activator	NSD2 HMT inh	SR-BI uptake up	CAL PDZ FP-2
COc1ccc(Cn2c(C3CC3)nc3ccc(NC(=O)c4cccnc4)cc3c2=O)cc1	3	nt	nt	5	-4	-5.0	-13	nt	nt	-4
CCOC(=O)Cn1nnc(-c2ccc(SC)cc2)n1	-8	1	nt	-10	nt	-4.3	1	-16	-1	-2
CCC1(c2ccccc2)NC(=O)N(CC(=O)NCc2ccccc2OC)C1=O (stereo unspecified)	-10	nt	-17	-2	2	-2.6	-4	-1	nt	-4
O=C(N/N=C1\CCS(=O)(=O)c2ccc(F)cc21)c1ccc(O)cc1	6	nt	6	30	-1	-3.1	-6	0	nt	-4
CC(C)(C)OC(=O)N1CCC(C(=O)Nc2ccc(C(=O)NC3CC3)cc2)CC1	-8	-4	5	-11	18	-0.1	3	nt	4	8
CCN(CC(=O)Nc1ccc(Cl)c(S(=O)(=O)N(C)C)c1)Cc1nc2ccccc2c(=O)[nH]1	-9	50	-7	5	-1	-1.4	-1	2	-50	-4
CCC(C)(C)C1CCC2(CC1)NC(=O)N(CC(=O)NCCCc1ccccc1)C2=O (stereo unspecified)	-17	13	8	2	nt	1.0	-24	-4	-13	0
Cc1nc2nc(-c3ccccc3)nn2c(C)c1C	-11	nt	26	-4	20	-1.7	7	nt	nt	5
CS(=O)(=O)N(CC(=O)Nc1ccc2c(c1)OCO2)Cc1ccc(Cl)cc1	0	-24	-3	5	15	-1.4	-3	0	24	-1
COc1ccc(OCCSc2nc3ccccc3n2CCC(=O)O)cc1	?	-10	nt	0	0	0.6	2	1	10	-4
Cc1ccc(C)c(S(=O)(=O)N2CCN(C(=O)c3ccc4ccccc4n3)CC2)c1	-9	2	-14	-1	-5	-1.7	-15	-2	-2	-1
COc1ccccc1C(C)NC(=O)c1ccccc1SCC(=O)N1CCCC1 (stereo unspecified)	-11	-3	-5	-23	18	-1.4	-6	-1	3	nt
Cc1ccc(-n2c(C)cc(C(=O)Cn3nc(C(=O)O)c4ccccc4c3=O)c2C)cc1	3	5	17	13	22	-1.7	4	-1	-5	-7
O=C(Cn1nc(Cl)nc1Cl)c1cc2ccccc2oc1=O	10	-10	-8	6	11	0.0	-6	4	10	0

Screening data (PubChem)
